# Compound activity: PubChem BioAssay, several laboratories
# proCasp7 act: activates human procaspase-7, counter-screen for procaspase-3 activators; 330,000 tested, 0.093% active; recombinant procaspase-7, Ac-DEVD-pNA absorbance 405 nm; D23A/D198A/D206A triple mutant, cannot self-cleave; scale: DMSO 0, 5 µM enzyme 100; activation, % at 8.5 µM; P55210;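 active means percent activation above the screen-wide mean plus 3 SD, cut at about 25% in these data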
# Target sequence (P55210 whole entry D23A/D198A/D206A): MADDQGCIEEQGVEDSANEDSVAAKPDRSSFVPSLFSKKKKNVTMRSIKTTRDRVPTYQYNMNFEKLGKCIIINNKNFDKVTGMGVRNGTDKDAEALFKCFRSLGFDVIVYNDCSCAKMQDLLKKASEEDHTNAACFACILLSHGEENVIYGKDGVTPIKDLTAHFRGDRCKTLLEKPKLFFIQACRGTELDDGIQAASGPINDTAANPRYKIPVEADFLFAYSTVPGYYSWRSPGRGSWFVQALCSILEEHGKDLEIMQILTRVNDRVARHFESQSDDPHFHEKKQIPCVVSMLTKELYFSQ
#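 Assay system: Uncleavable procaspase-7 mutant enzyme | Input: 2 µM procaspase-7 mutant as dispensed | Timing: 1 h compound preincubation, 2 h substrate cleavage, 25 °C | Repeats: One well per compound | Control set: DMSO wells as 0%, DMSO with 5 µM added PC-7 as 100% | Technique: Epi-absorbance of released pNA at 405 nm, two timepoints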
# LAP4 TOR yeast: alters LAP4-GFP fluorescence in TOR pathway yeast screen; S. cerevisiae LAP4-GFP multiplex, flow cytometry GFP, 3 h; median GFP as percent of DMSO wells; GFP response vs DMSO, % at 10 µM; 320,000 tested, 0.34% active;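 active means GFP response vs DMSO above a set limit, about the screen mean plus 3 SD, cut at about 150% in these data; inconclusive means under 70 cell events counted for the yeast strain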
# RPL19A-GFP yeast: modulators of TOR pathway RPL19A-GFP in S. cerevisiae; S. cerevisiae RPL19A-GFP strain, flow cytometry, 3 h; active compounds read low; percent response vs DMSO, % at 10 µM; 330,000 tested, 0.3% active;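 active means percent response vs DMSO below 50%; inconclusive means fewer than 70 events counted for the yeast strain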;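 further: median channel GFP fluorescence of the barcoded RPL19A-GFP strain; ratio of sample median GFP to plate DMSO average so 100% = DMSO; lower means less RPL19A-GFP as with rapamycin TOR inhibition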
# AHR act: human AHR activation | P35869 | 320,000 tested, 2.5% active | AID 2796 | activation, % at 5 µM | AHR-responsive luciferase reporter cells, luminescence; in the data active means activation above about 47%;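 further: 0% = vehicle wells and 100% = reference agonist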
# proCasp3 act: procaspase-3 (human) activation; AID 463141; recombinant procaspase-3 D3A, Ac-DEVD-pNA absorbance 405 nm; activation, % at 8.5 µM; 330,000 tested, 0.11% active; P42574;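 active means activation above the mean of all tested compounds plus 3 SD, cut at about 21% in these data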;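 further: 0% = DMSO alone and 100% = DMSO wells spiked with extra 5 µM PC-3 D3A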
# Target sequence (P42574 whole entry D9A/D28A/D175A): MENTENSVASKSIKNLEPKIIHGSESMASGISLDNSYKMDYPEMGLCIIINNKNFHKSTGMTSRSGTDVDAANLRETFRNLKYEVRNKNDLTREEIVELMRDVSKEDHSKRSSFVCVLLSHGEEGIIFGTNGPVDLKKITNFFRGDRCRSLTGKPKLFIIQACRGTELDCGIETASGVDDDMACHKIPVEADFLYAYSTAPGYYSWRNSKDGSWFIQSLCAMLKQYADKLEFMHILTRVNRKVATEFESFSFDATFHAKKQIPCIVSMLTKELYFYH
#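 System: Procaspase-3 D3A mutant. Medium: Zinc-free 300 mM NaCl, 50 mM HEPES, 0.01% Triton X-100. Schedule: 1 h preincubation plus 2 h reaction at 25 °C. Measured by: 405 nm absorbance of p-nitroaniline, reads at 0 and 120 min. Read-out: percent activation relative to control range.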
# MEP2 TOR yeast: modulators of TOR pathway MEP2-GFP in S. cerevisiae; S. cerevisiae MEP2-GFP strain, flow cytometry GFP, 3 h; 100% = DMSO control level; GFP response vs DMSO, % at 10 µM; 330,000 tested, 0.51% active;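 active means GFP response versus DMSO above a set limit, roughly screen mean plus 3 SD, cut at about 180% in these data; inconclusive means fewer than 70 cells counted for a yeast strain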;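 further: median GFP fluorescence of the barcode-gated MEP2-GFP cells per well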
# CR mimetic SO: lowers age-related superoxide in aged yeast cells. S. cerevisiae aged cells, superoxide DHE fluorescence; active compounds read low. superoxide response (% of plate mean), % at 10 µM. 330,000 tested, 0.18% active;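 active means superoxide response under a set limit, about three screen SD below normal, cut at about 65% in these data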;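 further: yeast aged for seven days with compound at 30 °C before DHE staining; 100% = average MFI of all compound-treated wells on the plate with controls excluded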
# JMJD2C inh: human JMJD2C demethylase inhibition; 330,000 tested, 0.069% active; AID 2099; GST-JMJD2C(1-420) H3K9me3 demethylation, DELFIA europium; inhibition, % at 2.35 µM;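 active means more than half of a compound's replicate wells show inhibition beyond 50%, single wells judged on their own value; inconclusive means some, but no more than half, of replicates pass 50% inhibition; inactive means no replicate passes 50% inhibition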;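 further: signal counts dimethyl H3K9 product captured on neutravidin plate; 0% = median of DMSO wells and 100% = 0.3 times that DMSO median; strong numbers were not always called active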
# Target sequence (Q9H3R0 1-420 limits assumed): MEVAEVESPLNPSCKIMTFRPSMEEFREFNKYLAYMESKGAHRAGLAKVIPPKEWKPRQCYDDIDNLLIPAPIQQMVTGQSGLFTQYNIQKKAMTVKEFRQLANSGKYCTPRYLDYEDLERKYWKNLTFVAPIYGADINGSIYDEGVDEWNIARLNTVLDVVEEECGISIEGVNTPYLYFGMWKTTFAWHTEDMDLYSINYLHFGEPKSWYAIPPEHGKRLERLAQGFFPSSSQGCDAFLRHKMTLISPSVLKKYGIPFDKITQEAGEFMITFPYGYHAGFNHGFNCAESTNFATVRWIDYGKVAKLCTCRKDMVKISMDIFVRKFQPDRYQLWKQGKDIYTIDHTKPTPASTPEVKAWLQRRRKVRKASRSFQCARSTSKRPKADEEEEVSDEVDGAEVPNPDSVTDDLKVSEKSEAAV
# * hit, by the source's call; u = inconclusive; x = not tested or not shown; & = joins results of further samples. Rows were taken by chance (roughly 3.8% active in at least one column).
Structure	proCasp7 act	LAP4 TOR yeast	RPL19A-GFP yeast	AHR act	proCasp3 act	MEP2 TOR yeast	CR mimetic SO	JMJD2C inh
CCCCn1c(N)c(N(CCC(C)C)C(=O)C2CC(=O)N(CCc3ccc(OC)c(OC)c3)C2)c(=O)[nH]c1=O (stereo not drawn)	0.4	103.8	101.6	-0.5	8.9	99.4	80.8	0.1
CCC(C)[C@H](NC(=O)[C@@H]1Cc2ccccc2CN1)C(=O)NCc1ccc(OC)cc1 (stereo partly drawn)	3.5	109.4	103.4	0.3	5.9	101.9	131.4	6.3
O=C(CN1CCc2ccccc2C1)c1cccs1	-8.3	97.5	x	44.3	3.6	99.0	113.2	-8.5
O=C1CC(=O)Nc2cc(S(=O)(=O)N3CCOc4ccc(Cl)cc43)ccc2N1	1.9	102.8	104.9	1.4	10.3	99.4	85.0	0.1
CC1CCN(c2nnc(N3CCC(C)CC3)c3ccccc23)CC1	-4.0	100.3	101.5	1.2	5.4	98.9	100.2	7.0
COc1ccc(C2CC(c3ccccc3)=NN2C(=O)CSc2ncn[nH]2)cc1 (stereo not drawn)	-1.3	100.2	97.8	0.7	-2.6	104.0	114.7	-1.0
CN(c1ccccc1C(N)=O)S(=O)(=O)c1ccccc1	2.2	100.1	94.9	4.1	-9.4	98.5	96.4	-7.6
Cn1c(CCc2ccccc2)nnc1SCC(N)=O	-3.9	98.2	104.9	-3.4	-4.0	101.1	107.9	-5.0
CC(C)[C@]1(c2ccccc2)ON(c2ccccc2C(F)(F)F)C1=O	12.6	94.0	93.9	-1.2	5.1	93.8	86.7	-0.2
COc1cccc(CC(NC(C)=O)C(=O)NC2CCN(c3ncccc3[N+](=O)[O-])CC2)c1 (stereo not drawn)	11.7	108.4	101.0	-1.0	5.0	63.1	90.3	0.5
CC(C)Nc1nc2c(c(=O)n(C)c(=O)n2C)n1C	5.4	102.5	97.6	1.6	8.5	100.5	91.5	2.8
CC(NC(=O)c1cccc(S(=O)(=O)N(C)C)c1)C1CC2CCC1C2 (stereo not drawn)	2.1	97.5	99.2	-0.8	1.8	98.0	94.8	-0.8
C=CCNC(=S)N/N=C(\C)c1cccnc1	8.7	101.8	100.8	43.1	-0.8	100.7	85.8	2.1
NC(=O)c1nn(-c2ccccc2)nc1NC(=O)CN1CCCCC1	2.2	98.2	101.2	10.9	-7.3	89.7	113.2	2.9
COc1ccc(CN2C(=NC(=O)C3CCCO3)SC3CS(=O)(=O)CC32)cc1OC (stereo not drawn)	-11.8	93.6	98.2	6.5	-7.1	101.8	126.6	-7.3
Cc1cc(C)n(-c2ccc(Cl)c(C(=O)OCC(=O)N3CCCCC3C)n2)n1 (stereo not drawn)	13.5	90.0	91.3	-3.4	5.0	91.9	87.4	2.9
COc1ccccc1CNC(=O)COC(=O)c1cc(-c2ccco2)nc2ccccc12	-15.7	96.9	105.8	9.8	6.2	106.3	117.1	7.1
CCOC(=O)Cn1cc(/C=N/NC(=O)CC#N)c2ccccc21	0.3	107.9	105.2	0.0	1.2	108.8	101.5	-3.1
CN(C)c1cc[n+](CC(=O)Nc2ccc(Cl)cc2)cc1	-27.4	93.7	103.5	-0.5	7.5	104.9	99.9	0.7
Cc1ccc2c(c1)Sc1ccccc1CC2=O	6.2	114.5	105.6	3.5	4.5	110.3	74.7	2.8
O=C(COC(=O)c1cc(=O)[nH]c2ccccc12)Nc1ccc(Cl)cn1	-8.1	103.5	98.4	3.4	6.4	98.3	104.7	-0.7
C=CCS/C(N)=N\N=C\c1cc(Br)cc([N+](=O)[O-])c1O	6.7	122.0	91.9	45.0	1.2	95.1	123.6	14.2
CCCNC(=O)N1CCN(c2ncccn2)CC1	2.5	84.8	86.0	0.0	0.7	90.3	99.3	-32.2
O=C(CCC(=O)NC12CC3CC(CC(C3)C1)C2)NC1CCCCC1	12.2	83.1	95.8	-0.6	5.1	94.5	99.3	-12.8
Cc1cccc(N2C(=O)N(c3ccccc3C)C3CS(=O)(=O)CC32)c1 (stereo not drawn)	6.3	114.4	104.9	8.9	2.3	112.4	100.2	-9.4
CCc1n[nH]c(=S)n1/N=C/c1c(C)nn(-c2ccccc2)c1Cl	-7.9	102.3	89.1	1.3	0.3	90.4	116.9	-0.9
O=C(NCCCN1CCCC1=O)c1cccc(S(=O)(=O)Nc2ccc(F)cc2)c1	4.3	107.7	100.0	-0.3	-5.5	101.4	86.8	0.2
O=S(=O)(NC1CCCC1)c1ccc(Br)s1	7.1	102.6	95.0	-0.9	7.7	95.0	92.1	167.0
COc1ccc(-c2cc(C(F)(F)F)n3nc(C(=O)NCc4ccco4)c(Cl)c3n2)cc1	8.5	103.9	103.9	16.4	1.4	102.0	79.3	1.5
N#Cc1ccc(Oc2cccnc2)cc1C#N	-3.2	101.7	107.7	-2.5	-8.5	104.0	88.2	u
O=S(=O)(c1ccccc1Oc1ccc(Cl)cc1Cl)N1CCCCC1	4.6	109.1	99.2	-2.9	9.6	99.5	96.0	5.5
COc1ccc(N(CC(=O)NCc2ccccc2)C(=O)CCC(=O)Nc2cc(C)ccn2)c(OC)c1	-1.7	101.1	98.7	2.8	2.9	101.2	105.5	-2.2
O=C(CSCc1cc(=O)[nH][nH]1)Nc1ccc(F)cc1	-29.6	104.8	102.1	-0.2	-22.2	101.0	90.6	0.9
COc1ccc(-n2c(Cn3c(=O)sc4ccccc43)nnc2SCC(=O)N2CCCCC2)cc1	4.2	99.4	96.8	0.0	0.4	102.2	100.6	6.8
CCOc1ccc(NC(=O)N2CCCC2C(=O)NCc2ccco2)cc1 (stereo not drawn)	-4.5	96.9	104.2	-1.1	2.0	102.3	93.6	-2.9
COc1ccc(C(C)(C)C)cc1NC(=O)C1C2C=CC(C2)C1C(=O)O (stereo not drawn)	6.1	100.1	100.8	2.5	5.5	101.5	92.2	1.2
Cc1cc(S(=O)(=O)Nc2ccc(C(=O)NCc3ccncc3)cc2)ccc1F	9.2	102.4	96.4	-2.6	4.9	100.6	96.6	0.0
CCCN(CCC)CCCNC(=O)c1cc2c(=O)n(CC)c3ccccc3c2s1	-1.4	94.5	95.7	3.6	3.6	98.4	99.6	-17.3
CSc1nnc(SCc2nc3sc(C(=O)O)c(C)c3c(=O)[nH]2)s1	-1.6	100.6	93.2	-1.3	-3.4	98.8	99.5	-17.0
COc1ccc(NC(=O)CN(C)C(=O)CN2C(=O)NC3(CCCC3)C2=O)cc1	4.4	114.9	98.5	1.1	3.9	98.3	106.2	-3.5
CCOc1ccccc1C1CC(c2cccc(NS(C)(=O)=O)c2)=NN1C(=O)c1ccccc1 (stereo not drawn)	5.9	90.2	99.2	-1.2	-6.6	95.1	100.7	3.1
COc1ccc(Nc2nc(N)nc(CSc3nnc(C)s3)n2)cc1	5.2	109.5	106.7	30.0	-2.8	109.2	104.7	2.8
Cc1cc(=O)[nH]c(-c2ccccc2OC(F)(F)F)n1	1.2	107.2	98.5	-0.3	-0.4	93.3	99.5	-9.0
COc1ccc(CC(=O)NCc2n[nH]c(=S)n2-c2cccc(C)c2)cc1	-12.2	93.7	97.1	0.7	-9.2	95.5	109.6	3.3
COc1cccc(NS(=O)(=O)c2cc3c(cc2C)NC(=O)CO3)c1	14.7	99.8	102.9	7.1	10.2	100.7	91.3	-7.3
O=C(CNc1cccc(C(F)(F)F)c1)N/N=C/c1cccc(Br)c1	3.7	94.8	103.7	101.1*	7.8	108.5	99.4	-10.7
O=C(Nc1ncnc2sc3c(c12)CCCCC3)c1ccccc1	1.2	104.7	100.1	5.4	7.0	103.1	99.0	0.5
Cc1cc(C)n(-c2nc3ccccc3nc2N2CCOCC2)n1	-1.6	102.4	102.0	5.2	-3.7	93.7	99.0	5.3
S=c1sc2c(N3CCN(Cc4ccccc4)CC3)ncnc2n1-c1ccccc1	10.6	98.2	100.2	4.4	-4.6	99.5	97.2	5.8
CCOC(=O)Cc1cc(=O)n2[nH]c(C)c(-c3ccc(Cl)cc3)c2n1	-9.5	98.6	97.1	0.4	7.0	98.3	111.0	4.0

# The results go on.
Structure	proCasp7 act	LAP4 TOR yeast	RPL19A-GFP yeast	AHR act	proCasp3 act	MEP2 TOR yeast	CR mimetic SO	JMJD2C inh
NNC(=O)Cn1nnc(-c2ccc(C(F)(F)F)cc2)n1	2.7	120.1	100.5	0.7	9.2	98.5	68.5	4.5
O=C(NCCS(=O)(=O)NCc1cccnc1)c1ccccc1	10.4	102.0	104.0	-1.0	10.2	105.0	100.5	46.4
O=c1oc(Nc2ccc(F)cc2)nc2ccccc12	6.4	136.1	91.0	3.6	2.3	142.5	92.4	5.6
COc1ccccc1-n1cc(-c2ccccc2)[nH]c1=S	-14.0	99.4	101.1	102.3*	-15.6	102.9	97.4	-1.6
O=C(NC1CCCC1)C(c1cc2c(cc1[N+](=O)[O-])OCO2)N1CCCC1 (stereo not drawn)	0.7	92.6	96.6	5.4	-2.5	91.5	94.0	5.3
CCCN1CCN(C(c2cc3cc(OCC)ccc3[nH]c2=O)c2nnnn2C2CCCCC2)CC1 (stereo not drawn)	-3.5	96.7	x	-2.2	5.7	97.7	93.8	3.8&4.5
O=C(NCc1ccccc1)c1ccc(S(=O)(=O)N2CCCc3ccccc32)cc1	1.1	101.8	100.8	-1.2	-1.6	102.4	131.8	-3.4
O=[N+]([O-])c1ccccc1NCc1c(O)ccc2ccccc12	-22.0	83.8	103.7	29.9	-14.2	100.2	111.8	-1.2
CCOc1cc(NC(=O)C2CCCO2)c(OCC)cc1NC(C)=O (stereo not drawn)	3.2	94.3	102.0	19.6	-2.0	108.2	103.8	17.5
O=C1C=CC(=O)N1c1cccc(-c2ccccc2)c1	-25.1	206.3*	64.7	6.1	-31.9	97.8	80.9	29.4
COc1cc(-c2cc(C(=O)N(C)Cc3ccccc3)c3ccccc3n2)cc(OC)c1OC	-9.8	102.9	92.0	16.0	-2.4	88.1	108.8	-5.9
Cc1cccc(/C=N/NC(=O)C2CCCNC2=O)c1 (stereo not drawn)	-0.2	x	x	0.5	4.8	x	103.9	4.1
C[C@H](NC(=O)C1CCN(S(=O)(=O)c2ccccc2)CC1)C(=O)NCc1ccc(Cl)c(Cl)c1	-1.9	104.7	112.3	0.9	-1.8	110.2	108.7	9.6
